pAkt inh: inhibitors of Akt phosphorylation | Neuro2A IGF-stimulated pAkt S473 HTRF, 20 min; hits give low values | activity change, % for hits at 50 µM | actives 0.32% (n = 360,000) | AID 651550; in the data active = activity change below about -80%; inconclusive = mostly about -51% to -80%; note: % is set by controls: 0 for no effect and ±100 for the full control effect
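Neuro2A cells in DMEM with 0.5% FBS, overnight at 37 deg C, given compound at single 50 µM final, then IGF (6 nM final) for 20 min at 37 deg C. Lysed; phospho-Akt Ser473 by HTRF after 24 h, 665/615 ratio.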
Mm-Cpn inhibitor: inhibitors of Methanococcus maripaludis chaperonin (MmCpn) | purified Mm-Cpn ATPase, ADP Transcreener TR-FRET | Potency, µM (highest dose often 76.9 µM), without a hit: at the top dose activity, negative = inhibition, usual class: inhibitors | actives 0.031% (n = 330,000) | AID 504842; note: potency is the fitted concentration of half-maximal effect; % is set by controls: 0 for no effect and ±100 for the full control effect; nearly all actives have a fitted effect of over 80% in size
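ATP (10 uM final) was added to archaeal chaperonin (25 nM final) after 10 min exposure to test compound at 37°C; after 30 min further incubation, ADP was detected by competitive TR-FRET.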
A549 tox: counter-screen for Nrf2 inhibitors: cytotoxicity in A549 cells; A549 ARE-Fluc cells, CellTiter-Fluor viability, 18-24 h; Potency, µM (doses to about 46 µM), for the others: at the top dose activity change, negative = cytotoxicity, hits mostly inhibitors; actives 0.16% (n = 390,000); note: potency is the fitted concentration of half-maximal effect; % is set by controls: 0 for no effect and ±100 for the full control effect
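Cytotoxicity counterscreen: CellTiter-Fluor fluorescence was measured in A549 ARE_Fluc cells after 18-24 h of compound exposure in a concentration series. The subsequent BugLite luminescent read reports ARE-luciferase activity.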
TGFb inhibitor: inhibitors of TGF-b signaling; AID 588855; Potency, µM (series often up to 46.1 µM), inactives show top-dose activity, negative = inhibition, usual class: inhibitors; actives 1.2% (n = 410,000); HepG2 CAGA-GFP TGF-b/SMAD3 reporter, GFP fluorescence, 18 h; TGF-beta stimulated, 500 pg/mL final; note: potency is the fitted concentration of half-maximal effect; % is set by controls: 0 for no effect and ±100 for the full control effect; nearly all actives have a fitted effect of over 65% in size
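GFP signal (ex488/em500-530) from TGF-beta-stimulated HEPG2 CAGA-GFP cells, 500 pg/mL final, 18 h at 37 degrees C in DMEM plus 1% FBS, normalized to unstimulated and DMSO-stimulated controls.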
CCT modulator: modulators of cytosolic chaperonin (CCT/TRiC) activity. activity change, % (no concentration beside the values), hits read low. actives 0.3% (n = 360,000). AID 651819. purified chaperonin ATPase assay, HTRF ADP detection, 30 min; in the data active = activity change below about -30%; note: % is set by controls: 0 for no effect and ±100 for the full control effect
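ATPase activity: ADP formed was measured by HTRF Transcreener (665/615 nm ratio) after 30 min at 37 deg C with 10 uM ATP. Compounds screened at one 76 uM concentration against 40 or 20 nM TRiC in Tris pH 7.4/KCl/MgCl2/DTT buffer.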
S2 tox: cell viability loss in ATXN counter-screen | S2 cells (HEK-293 line with an ATXN2-luciferase reporter) viability, CellTiter-Fluor protease fluorescence, 24 h | Potency, µM (series often up to 56.7 µM), usual class: cytotoxic | actives 0.49% (n = 400,000); note: potency is the fitted concentration of half-maximal effect; nearly all actives have a fitted effect of over 40% in size
HepG2 tox: kills HepG2 cells in TGF-b inhibitor counter-screen; Potency, µM (titrated, usually from 46.1 µM), inactives show at the highest dose activity change, negative = cytotoxicity, most hits filed as cytotoxic; actives 0.76% (n = 410,000); HepG2 CAGA-GFP viability, ATP luminescence, 18 h; note: potency is the fitted concentration of half-maximal effect; some results filed as inactive show a strong effect at the top dose
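HepG2 CAGA-GFP cells (1000/well, DMEM with 1% FBS) received compound, then TGF-beta at 500 pg/mL final, and were incubated 18 hours at 37 degrees C. Viability was read by CellTiter-Glo luminescence. Media-only wells were set as complete cell-killing and DMSO as no toxicity.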
Nrf2 activator: activators of Nrf2 (ARE) signaling; AREc32 ARE-luciferase reporter (MCF7-derived line), luminescence, 24 h; Potency, µM (titrated, usually from 46.1 µM), inactives show at the top dose activation, usual class: activators; actives 0.31% (n = 410,000); note: potency is the fitted concentration of half-maximal effect; % of control where 0% means no effect; nearly all actives have a fitted effect of over 65% in size
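Each well held 1000 AREc32 cells, which were incubated with compound for 24 hr at 37 deg C after overnight attachment, and ARE reporter activity was quantified by firefly luciferase luminescence.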
Nrf2 inh: blocks Nrf2 signaling; AID 504444; A549 ARE-Fluc reporter, luciferase luminescence, 18-24 h; Potency, µM (top dose mostly 46 µM), for inactives: at the top dose activity change, negative = inhibition, hits mostly inhibitors; actives 2.1% (n = 360,000); note: potency is the fitted concentration of half-maximal effect; % is set by controls: 0 for no effect and ±100 for the full control effect; nearly all actives have a fitted effect of over 60% in size
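Reporter: ARE-Fluc in A549. Exposure: 18-24 h, 37 °C, 5% CO2, 5% FBS OPTI-MEM. Readouts: fluorescent cytotoxicity (CellTiter-Fluor), then luminescent Nrf2 signal after BugLite.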
Active calls of the source: *; i = inactive; ? = inconclusive; . = not tested or not shown; & = joins results of further samples; [ ] = another dose, or the depositor's remark. Unless noted, calls come from the whole dose curve; as a rule, active = well fitted curve in the direction sought with a large enough effect; inconclusive = small, poorly fitted or top-dose-only effect, or another doubt; inactive = no such curve, though single readings can be large; an effect the other way counts as inactive or inconclusive.

structure	S2 tox	HepG2 tox	CCT modulator	A549 tox	Nrf2 inh	TGFb inhibitor	pAkt inh	Mm-Cpn inhibitor	Nrf2 activator
CCC1(c2ccc(F)cc2)NC(=O)N(CC(=O)N2CCc3ccccc3C2)C1=O (stereo unspecified)	i	-16%	-1.6	0%	-8%	-6%	i	1%	3.0%
Cc1ccc(SCCn2nc(C(=O)O)c3ccccc3c2=O)cc1	i	4%	-1.2	-5%	-25%	?	i	-4%	0.3%
COc1ccccc1N1CCN(C(=O)c2ccc(S(=O)(=O)N3CCCCC3)cc2)CC1	i	4%	0.1	-1%	.	-8%	i	-2%	0.4%
COc1ccc(NC(=O)NCc2ccccn2)cc1OC	i	-24%	-1.4	-7%	-7%	-1%	i	-1%	0.3%
CCCC(=O)Nc1cccc(-c2nc3cc(C)c(C)cc3o2)c1	?	-4%	0.8	-9%	?	18%	i	-3%	4.3%
Cc1ccc(S(=O)(=O)N2CCN(Cc3ccccc3Cl)CC2)cc1	i	-1%	.	8%	-20%	?	.	.	0.2%
Cc1cccc(NC(=O)CSCC(=O)Nc2ccccc2C(=O)NC2CC2)c1	i	1%	-1.5	-7%	-18%	2%	i	1%	-0.4%
O=C(Nc1cc2c(oc1=O)CCCC2=O)c1ccc(Cl)cc1	i	-19%	-1.1	0%	?	-22%	i	-1%	2.9%
O=C(CNC(=O)c1ccc(Br)o1)NCc1ccccc1	?	-1%	-1.3	-2%	-21%	7%	i	1%	-0.1%
Cn1nccc1-c1coc2c(C(=O)NCc3ccccc3)cccc12	i	-19%	-4.2	.	.	1%	i	.	10%
Nc1cccc(CCc2ccncc2)c1	i	1%	1.5	-1%	1%	5%	i	-1%	-0.4%
CCOC(=O)C[n+]1c(C)csc1C	?	15%	-3.0	2%	0%	-3%	i	-3%	-0.2%
CCOc1ccc(NC(=O)Cn2c(=O)n(Cc3ccco3)c(=O)c3oc4ccccc4c32)cc1	i	-21%	.	10%	6%	?	.	.	1.1%
O=C1NC2=C(C(=O)CCC2)C(c2ccc3ncccc3c2)N1 (stereo unspecified)	i	2%	-1.1	-1%	5%	-8%	i	-26%	-0.9%
O=C(c1ccccc1)c1c[nH]c(C(=O)NCCCN2CCOCC2)c1	.	-9%	-0.9	-5%	3%	-10%	.	-8%	0.4%
Cn1c2ccc(Cl)cc2c2nc3ccccc3nc21	i	-20%	-0.3	0%	10%	-14%	i	0%	25%
COc1ccccc1C(=O)N1CCN(C2CCN(Cc3ccccc3)CC2)CC1	?	2%	-2.2	-3%	4%	-15%	i	.	0.3%
Cc1ccc(-c2cc(C(=O)N/N=C/c3ccc(Cl)cc3)n[nH]2)o1	i	-16%	-2.3	5%	4%	10%	i	3%	0.0%
COc1ccc(CN(Cc2cccnc2)S(=O)(=O)c2ccc(-n3cnnn3)c(C)c2)cc1OC	i	-11%	-5.0	-1%	-29%	5%	i	-2%	0.6%
CSc1nnc(C)c(=O)n1COC(=O)COc1ccc(Cl)cc1	i	-15%	-1.2	4%	-18%	-25%	i	-1%	-2.0%
Cc1ccc(C)c(OCC(=O)Nc2nonc2NC(=O)COc2cc(C)ccc2C)c1	i	-47%	1.4	?	?	-19%	i	.	0.0%
O=C1c2ccccc2C(Nc2ccc3c(c2)OCCO3)N1Cc1ccccc1 (stereo unspecified)	i	-18%	-0.2	-16%	?	-17%	i	0%	-0.2%
O=c1c2[nH]c3ccccc3c2ncn1CCCn1ccnc1	i	0%	-0.1	1%	9%	-16%	i	-1%	2.1%
COc1cc(/C=C2\SC(=S)N(NC(=O)c3cccc(O)c3)C2=O)ccc1O	?	8%	2.2	?	-8%	68%[activator]	i	-7%	5.3%
O=c1cc(-c2ccc(O)cc2)oc2c(C3OCC(O)C(O)C3O)c(O)c(C3OC(CO)C(O)C(O)C3O)c(O)c12 (stereo unspecified)	i	5%	-0.7	-16%	2%	3%	i	-2%	-0.1%
NC(=O)C1CCCN1S(=O)(=O)c1ccc2ccccc2c1 (stereo unspecified)	i	-23%	0.7	1%	-14%	-14%	i	-2%	1.3%
COc1ccccc1/C=N/NC(=O)c1cccc2ccccc12	i	-18%	0.1	0%	2%	11%	i	-4%	2.7%
Cc1ccc(NC(=O)Cn2c(=O)nc(-c3ccccc3F)c3cc(Cl)ccc32)c(Br)c1	i	-21%	.	?	?	-22%	.	.	-0.6%
CCOc1ccc(/C(=N\O)C(C)NO)cc1 (stereo unspecified)	i	1%	1.0	2%	9%	-2%	i	0%	0.5%
Cc1cc(NC(=O)CCC(=O)N(c2ccc(F)cc2)C(C(=O)NC2CCCC2)c2cccnc2)no1 (stereo unspecified)	i	-25%	-8.2	0%	-10%	-7%	i	2%	-0.9%

2 entries picked at random from the list so far:
structure	S2 tox	HepG2 tox	CCT modulator	A549 tox	Nrf2 inh	TGFb inhibitor	pAkt inh	Mm-Cpn inhibitor	Nrf2 activator
Cc1ccc(C)c(OCC(=O)Nc2nonc2NC(=O)COc2cc(C)ccc2C)c1	i	-47%	1.4	?	?	-19%	i	.	0.0%
CCOc1ccc(/C(=N\O)C(C)NO)cc1 (stereo unspecified)	i	1%	1.0	2%	9%	-2%	i	0%	0.5%

Later entries:
structure	S2 tox	HepG2 tox	CCT modulator	A549 tox	Nrf2 inh	TGFb inhibitor	pAkt inh	Mm-Cpn inhibitor	Nrf2 activator
Cc1csc2nc(CSc3nc4ccccc4o3)cn12	i	-28%	-3.8	-1%	1%	-1%	i	3%	5.7%
CCOC(=O)N1CCN(C(=O)CSc2nc(=O)n3ccccc3n2)CC1	i	2%	-2.4	1%	8%	-6%	i	4%	-0.9%
COc1cc(O)c(C(CCN2CCCC2)c2cc(OC)c(OC)c(OC)c2)c(OC)c1 (stereo unspecified)	i	-19%&-5%	-2.5	-5%&-1%	5%&3%	-4%&-1%	i	-3%	-0.5%
CCOC(=O)N1CCN(c2ncnc3c2[nH]c2ccc(F)cc23)CC1	?	-28%	2.0	-14%	15µM*	-6%	i	1%	2.6%
Cc1cc2nc(-c3ccccc3)c(CC(C)(C)C)n2c(C)c1Br	i	-29%	-0.7	.	.	?	i	.	8.2%
COc1cc(C(C)=O)ccc1OCCCOc1cccc2cccnc12	i	-21%	1.4	4%	?	-13%	i	-1%	4.0%
O=C(NCCC1=CCCCC1)C1CCN(S(=O)(=O)N2CCCC2)CC1	i	3%	-0.1	1%	17%	-13%	i	-1%	0.2%
CSc1nnc(-c2sc(-c3ccccc3)nc2C)n1C	i	-12%	-1.6	8%	9%	2%	i	-4%	4.9%
CC(C)[C@H](NC(=O)OCc1ccccc1)C(=O)OCC(=O)N1CCCCC1	i	-13%	-2.1	0%	?	-6%	i	.	2.7%
OCC1OC(n2cnc3c(SCc4ccccc4)ncnc32)C(O)C1O (stereo unspecified)	i	-23%	-1.3	-6%	10%	?	i	.	0.1%
CN1C(=O)C(CC(=O)Nc2ccc(F)cc2)N(NC(=O)c2cccc(F)c2)C1=S (stereo unspecified)	i	-3%	-0.2	1%	-5%	1%	i	-6%	-0.5%
CCOc1ccc2c(c1)c(=O)c(C(=O)c1ccc3c(c1)OCO3)cn2Cc1cccc(F)c1	?	-24%	.	?	-8%	?	.	.	5.4%
O=C(COC(=O)Cc1cccc(C(F)(F)F)c1)NC1CC1	i	4%	-0.3	-2%	10%	-7%	i	0%	-0.7%
COc1ccc(OCC(=O)Nc2ccc(NC(=O)c3ccccc3Cl)c(OC)c2)cc1	i	0%	0.9	1%	-27%	0%	i	1%	-0.3%
COc1ccc(NC(C)C(=O)Nc2ccc(C(C)(C)C)cc2)cc1Cl (stereo unspecified)	i	-37%	-1.0	-16%	?	?	i	1%	0.0%
CCOc1ccc(NC(=O)C(=O)NCCCn2ccnc2)cc1	i	-1%	2.3	0%	7%	1%	i	-1%	-1.1%
Cc1cc(C)n2c(Nc3ccc4c(c3)OCCO4)c(-c3ccccn3)nc2n1	i	.	-1.1	.	.	.	i	.	0.1%
CCc1ccccc1NC(=O)C1CCCN(c2ncccn2)C1 (stereo unspecified)	i	-8%	-1.7	2%	1%	-5%	i	-1%	-0.3%
CC(=O)Nc1ccc(NC(=O)C(C)OC(=O)CCCN2C(=O)c3cccc4cccc(c34)C2=O)cc1 (stereo unspecified)	i	-10%	1.8	0%	-5%	-6%	i	-1%	?
O=S(=O)(Nc1ccc(N2CCOCC2)cc1)c1c(F)cc(F)cc1Br	i	6%	0.7	-3%	-11%	-1%	i	1%	0.3%
C/C(=N\NC(=O)c1ccc(CN2CCOCC2)cc1)c1ccc(NC(=O)c2ccccc2)cc1	i	-1%	0.5	10%	?	11%	i	1%	6.3%
Cc1ccc(S(=O)(=O)c2nc(S(C)(=O)=O)sc2N2CCC3(CC2)OCCO3)cc1	i	5%	1.2	-13%	?	-10%	i	-1%	?
COCCNC(=O)c1ccc2c3n(nc2c1)-c1ccc(Cl)cc1CO3	i	5%	-0.8	2%	20%	3%	i	-24%	4.9%
O=C(N=Nc1c(O)[nH]c2ccccc12)c1cc(NS(=O)(=O)c2cccs2)cc(NS(=O)(=O)c2cccs2)c1	i	6%	-1.8	0%	-1%	8%	i	-1%	0.1%
COC(=O)c1[nH]c2ccccc2c1NC(=O)CN1CCN(C(=O)c2ccco2)CC1	i	7%	-0.8	-18%	?	-4%	i	-5%	2.7%
CN(C)S(=O)(=O)c1ccc2nnn(O)c2c1	i	2%	2.2	4%	8%	-5%	i	-3%	0.2%

High-throughput results as filed in PubChem BioAssay.
